RGS4 inh: human RGS4 inhibition | Transcreener GDP fluorescence polarization, RGS4-accelerated GTP hydrolysis | P49798 | actives 0.039% (n = 390,000) | Potency, µM (titrated, usually from 114 µM), for inactives: at the highest dose activity change, negative = inhibition, usual class: inhibitors; note: potency is the fitted concentration of half-maximal effect; % is set by controls: 0 for no effect and ±100 for the full control effect; nearly all actives have a fitted effect of over 75% in size; some results filed as inactive show a strong effect at the top dose
Target sequence (P49798 whole entry, looked up): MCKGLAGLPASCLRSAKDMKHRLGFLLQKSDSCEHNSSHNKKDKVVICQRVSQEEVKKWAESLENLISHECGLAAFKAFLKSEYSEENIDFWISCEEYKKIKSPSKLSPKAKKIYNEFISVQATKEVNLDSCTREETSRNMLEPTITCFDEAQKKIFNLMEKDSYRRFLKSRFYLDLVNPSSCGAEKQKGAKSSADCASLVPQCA
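MLSMR compounds (23 nl, pin-transferred) preincubated 10 min at room temperature with a 500nM (2x) first reagent, then RGS4 at 900nM (2x) plus Transcreener GDP mix added; fluorescence polarization (620/688 nm) read before and after 90 min at 30 °C.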
ALOX12 inh: ALOX12 (human) lipoxygenase inhibition | Potency, µM (doses to about 108 µM), inactives show at the top dose activity change, negative = inhibition, most hits filed as inhibitors | P18054 | actives 1.1% (n = 580,000) | purified 12hLO, xylenol orange hydroperoxide absorbance; note: potency is the fitted concentration of half-maximal effect; % is set by controls: 0 for no effect and ±100 for the full control effect
Target sequence (P18054 whole entry, looked up): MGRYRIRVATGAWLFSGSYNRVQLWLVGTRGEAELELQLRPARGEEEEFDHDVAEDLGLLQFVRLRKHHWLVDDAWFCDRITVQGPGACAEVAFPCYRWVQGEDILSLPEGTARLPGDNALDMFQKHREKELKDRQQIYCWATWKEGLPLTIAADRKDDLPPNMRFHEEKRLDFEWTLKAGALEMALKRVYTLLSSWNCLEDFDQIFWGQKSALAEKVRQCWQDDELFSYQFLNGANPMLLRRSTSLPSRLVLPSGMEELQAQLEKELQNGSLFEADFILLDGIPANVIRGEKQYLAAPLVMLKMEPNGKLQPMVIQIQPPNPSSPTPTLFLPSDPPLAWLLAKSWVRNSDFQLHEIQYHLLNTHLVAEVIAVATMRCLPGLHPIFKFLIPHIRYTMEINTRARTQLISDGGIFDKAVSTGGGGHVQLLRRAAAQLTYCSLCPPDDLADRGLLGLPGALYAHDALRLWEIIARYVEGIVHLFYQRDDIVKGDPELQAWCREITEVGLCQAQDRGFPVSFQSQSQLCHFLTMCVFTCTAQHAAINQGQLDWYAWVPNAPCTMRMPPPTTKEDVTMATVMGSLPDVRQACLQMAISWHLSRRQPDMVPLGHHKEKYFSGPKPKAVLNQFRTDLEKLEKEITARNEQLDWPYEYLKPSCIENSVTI
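Hydroperoxide product was detected by ferrous iron/xylenol orange as the 573 to 405 nm absorbance ratio. Arachidonic acid at 40 uM (final) was turned over for 30 min at room temperature by 150 nM human 12hLO, pH 7.0 Hepes buffer, after 15 min compound preincubation.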
D2 ag: activates the human D2 dopamine receptor; P14416; AID 485358; HEK293 T-REx D2 cells, calcium flux agonist mode; activation, % at 2 µM; actives 0.53% (n = 340,000);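 active = activation over 3 SD above normal in the single-dose calcium agonist read, cut at about 30% in these data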; note: 0% is about no effect
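Tetracycline-induced HEK293 Trex cells with D2 receptor force-coupled to calcium signaling, plated overnight at 30 C and loaded with no-wash calcium dye. Calcium flux read kinetically for 180 s after compound addition; responses flag agonists.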
LDHA block: inhibitors of human lactate dehydrogenase A. actives 0.15% (n = 480,000). activity change, % (values are at about 110 or 230 µM). AID 1347041. purified LDHA, NADH/diaphorase-resazurin fluorescence; active compounds read low; in the data active = activity change below about -30%; inconclusive = mostly about -25% to -30%;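 note: plate controls were DMSO wells for no effect and wells without enzyme for full effect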
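Enzyme activity of human lactate dehydrogenase 5 (2 nM; 0.06 mM NADH, 0.2 mM pyruvate, 5 min, RT) is measured via a resazurin/diaphorase fluorescence readout of residual NADH.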
Glioma ERSR ind: induces the endoplasmic reticulum stress response in human glioma cells; U87-MG GRP78 promoter luciferase reporter, 16 h; actives 0.02% (n = 420,000); Potency, µM, without a hit: at the highest dose activation, hits mostly activators; note: potency is the fitted concentration of half-maximal effect; series mostly up to about 76 µM; % of control where 0% means no effect; nearly all actives have a fitted effect of over 35% in size
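ERSR induction read as luciferase luminescence (Bright-Glo, 10 min at room temperature) in stably transfected human U87-MG glioma cells exposed to compounds for 16 h, using GRP78 as sensor.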
D2 antagonist: antagonizes the human D2 dopamine receptor; P14416; AID 485344; inhibition, % at 10 µM; HEK293 TREx D2 cells, calcium flux, dopamine EC80; actives 2% (n = 340,000); in the data active = inhibition above about 30%; note: 0% is about no effect
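Antagonism is scored as inhibition of an EC80 dopamine-evoked calcium signal in a force-coupled, tetracycline-inducible HEK293 T-REx D2 line, with compound present 180 s before agonist.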
ERG-DNA inh: blocks human ERG Ets domain binding to DNA | P11308 | AID 624246 | actives 0.028% (n = 370,000) | Potency, µM (top dose mostly 76.9 µM), inactives show at the top dose FP activity, negative = inhibition, actives largely listed as inhibitors | fluorescence polarization, His-ERG Ets domain / labelled DNA; active = well fitted inhibition curve with a large enough effect in the polarisation, with a control signal flat; inconclusive = small, poorly fitted or top-dose-only effect, or effect the other way, or a change in a side signal; inactive = no such curve, though single readings can be large or run the other way; the % refers to the polarisation;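 note: polarization taken with two DNA probes labelled with fluorescein and Texas red; potency is the fitted concentration of half-maximal effect; % of control where 0% means no effect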
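His-tagged ERG Ets domain (1 uM in the protein solution; 300mM KCl, 50mM Tris-HCl, 1mM EDTA, 1mM DTT, pH 7.5) received compound, then a probe mix of 5 nM fluorescein-DNA and 100nM Texas-615-DNA. Fluorescence polarization was read for both dyes.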
Vif-A3G inh: Vif-A3G binding inhibition; Q9HC16; HeLa A3G-eYFP + Vif (tagged APOBEC3G with the HIV-1 protein that degrades it), YFP fluorescence, overnight; Potency, µM (titrated, usually from 46.1 µM), without a hit: top-dose activity, negative = active, hits mostly inhibitors; actives 0.076% (n = 410,000); AID 602310;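 note: potency is the fitted concentration of half-maximal effect; % is set by controls: 0 for no effect and ±100 for the full control effect; nearly all actives have a fitted effect of over 60% in size; hits raise eYFP signal because A3G escapes Vif-driven loss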
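HeLa cells stably expressing Vif and C-terminally eYFP-tagged A3G, seeded overnight at 37 deg C, then exposed to compound by pintool overnight at 37 deg C. Rise in yellow fluorescence (Ex 488/Em 500-530, Acumen) marks blocked Vif-driven A3G degradation.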
Vif-APOBEC3F blk: inhibitors of Vif-A3F interaction | HeLa A3F-eYFP + Vif (tagged APOBEC3F with the HIV-1 protein that degrades it), YFP fluorescence increase | Potency, µM (top dose mostly 46.1 µM), without a hit: at the highest dose activity, negative = active | actives 0.2% (n = 390,000) | AID 602313; note: potency is the fitted concentration of half-maximal effect; % of control where 0% means no effect; nearly all actives have a fitted effect of over 65% in size
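Fluorescence increase (Ex 488/Em 500-530) after overnight compound treatment at 37 deg C flags inhibition of Vif-driven A3F-eYFP loss in stable HeLa A3F-eYFP/Vif cells seeded overnight beforehand.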
An asterisk follows results filed as active; ? = inconclusive; . = no result given; [ ] = another dose, or the depositor's remark. Unless noted, calls come from the whole dose curve; as a rule, active = well fitted curve in the direction sought with a large enough effect; inconclusive = small, poorly fitted or top-dose-only effect, or another doubt; inactive = no such curve, though single readings can be large; an effect the other way counts as inactive or inconclusive. These rows are one share of the data, so the mix of outcomes need not match the whole.

SMILES | RGS4 inh | ALOX12 inh | D2 ag | LDHA block | Glioma ERSR ind | D2 antagonist | ERG-DNA inh | Vif-A3G inh | Vif-APOBEC3F blk
COc1cc(SC)ccc1C(=O)NCCOc1ccc(Cl)cc1 | 1% | -14% | -0.8 | 2 | 0% | 5 | -3% | 0% | -12%
COc1ccc(-c2nnc(SC3CCOC3=O)n2C2CCCCC2)cc1OC (configuration not stated) | -22% | -27% | -0.2 | -16 | -2% | 0 | -3% | 1% | 1%
CCCOc1ccc(N2C(=O)CC(N3CCC(c4nncn4CC)CC3)C2=O)cc1 (configuration not stated) | -6% | -29% | -0.1 | 1 | -7% | 2 | 0% | -1% | -4%
CC(=O)c1ccc(NC(=S)NC(=O)/C=C/c2ccccc2)cc1 | 4% | -7% | -0.5 | -1 | 7% | -18 | -12% | 0% | -9%
S=C(c1c[nH]c2ccccc12)N1CCOCC1 | -26% | -20% | -0.1 | -5 | -3% | -13 | 17% | 0% | -11%
CCCC(=O)c1ccc(-c2ccccc2)cc1 | -2% | 0% | 0.8 | -9 | 0% | -4 | 13% | -3% | 1%
CSc1ncccc1C(=O)Nc1cccc(S(=O)(=O)N2CCCCCC2)c1 | -5% | ? | . | 2 | -3% | . | -18% | 1% | 2%
COC(=O)CSc1nc(-c2ccccc2)nc2ccc(F)cc12 | -25% | 9% | . | 0 | 0% | . | -4% | -3% | -16%
NCC(=O)NCC(=O)NC1(C(=O)O)CCCC1 | 0% | 20% | . | -14 | -5% | . | 2% | -1% | 12%
CCn1cc(Br)c(C(=O)N(C)Cc2ccccc2)n1 | 2% | 8% | 0.1 | 0 | -2% | -3 | . | 1% | -2%
O=C(CSc1ccccc1)N1CCN(S(=O)(=O)c2ccccc2F)CC1 | 0% | -23% | . | 9 | 4% | . | 12% | 0% | 15%
Cc1cc(C)c(NC(=O)CS(=O)CC(=O)Nc2ccc(-n3cnnn3)c(C)c2)c(C)c1 (configuration not stated) | -3% | -7% | -0.8 | -4 | -4% | 4 | 8% | -3% | 6%
COc1ccc(C(=O)OCC(=O)NC2CC2)cc1F | -19% | -16% | . | -5 | 0% | . | -3% | 3% | -7%
COc1ccc(/C=C2/SC(=O)N(CCNC(=O)CC(NC(C)=O)c3ccccc3)C2=O)cc1 (configuration not stated) | 2% | 0% | -0.2 | -6 | 3% | -5 | -9% | -3% | 1%
COc1cccc(C2c3[nH]c4ccccc4c3C[C@H]3C(=O)N(C4CC4)CC(=O)N23)c1 (some centres not stated) | -12% | 0% | 0.1 | -4 | -4% | -4 | 7% | 2% | -8%
Cc1cc(C=NCCO)c(C)n1-c1cc(Cl)ccc1Cl | -4% | -14% | -0.8 | 1 | 4% | 6 | -1% | 0% | 10%
O=C(COC(=O)c1ccc2ccccc2n1)Nc1cccc(S(=O)(=O)NC2=NCCCCC2)c1 | -2%[56.9 µM] | -26% | 0.1 | -2 | 3% | -5 | 13% | -4% | 3%
Cc1coc2cc3oc(=O)c(CCC(=O)N4CCC(C(=O)O)(c5ccccc5)CC4)c(C)c3cc12 | 0% | -13% | . | 0 | 0% | . | 3% | 2% | -3%
CN(C(=O)CSc1nnc(-c2ccccc2)c(-c2ccccc2)n1)C1CCS(=O)(=O)C1 (configuration not stated) | -37% | -12% | 0.1 | -5 | -4% | 0 | . | 0% | -2%
Cc1cc(C(=O)COC(=O)C2=COCCO2)c(C)n1-c1cccc(F)c1 | -13% | -3% | 0.0 | -9 | -9% | -2 | -2% | -7% | 2%
Cc1nc(C(F)(F)F)c(C(=O)N/N=C(\N)c2cccnc2)s1 | -5% | 6% | 1.1 | -7 | -5% | 1 | 1% | -2% | 17%
Cc1cccc(-c2nsc(SCC(=O)NCc3ccc4c(c3)OCO4)n2)c1 | -32% | -3% | -0.9 | -4 | 3% | 5 | 10% | 0% | 1%
COc1cc(-c2[nH]ncc2CN(C)Cc2nonc2C)cc(OC)c1OC | 15% | -19% | 0.5 | -8 | -2% | -8 | -4% | 3% | 0%
C=C1C(O)[C@@H]2O[C@]3(CC[C@H](/C=C/C(C)[C@@H]4CC(C)=CC5(O[C@H](C[C@@](C)(O)CO)CCC5O)O4)O3)CC[C@H]2O[C@@H]1C(O)CC(C)[C@H]1OC2(CCCCO2)CCC1C (some centres not stated) | -3% | . | . | 6 | -2% | . | -15% | -16% | ?
O=C(Nc1cc(Cl)cc(Cl)c1)c1cccc(OC(F)F)c1 | 3% | -30% | . | -11 | 6% | . | -4% | -11% | -5%
O=C(NCC1CCCN1S(=O)(=O)c1cccs1)c1ccc([N+](=O)[O-])cc1 (configuration not stated) | -47% | -18% | 1.1 | 1 | -1% | -7 | 10% | 0% | 2%
Cc1ccc(Cc2cnc(NC(=O)/C(C#N)=C/c3ccc(-c4ccccc4[N+](=O)[O-])o3)s2)cc1 | -17% | -16% | . | 0 | -4% | . | -6% | 2% | -24%
CCc1nc2c(OCCOc3ccccc3)cccn2c1N(C)C(=O)c1cccs1 | . | 5% | . | -3 | -2% | . | . | -14% | .
O=[N+]([O-])c1ccc2c3n([n+]([O-])c2c1)CCN=C3c1ccc(Cl)cc1 | 0% | ? | -0.2 | 7 | -4% | -10 | 5% | ? | -6%
O=C1c2[nH]c(=O)[nH]c(=O)c2CN1Cc1ccccc1 | -6% | -19% | . | -6 | -3% | . | 13% | 0% | -19%
O=C(Nc1cc(Cl)ccc1Cl)N1CCN(C(=O)Nc2cc(Cl)ccc2Cl)CC1 | -11% | -3% | . | -6 | 2% | . | -9% | 2% | -11%
COc1ccc(NC(=O)C2CSC3c4ccccc4C(=O)N23)cc1 (configuration not stated) | 3% | -4% | -1.7 | -1 | -1% | 32* | -5% | -3% | .
COc1ccc([N+](=O)[O-])cc1N(CC(=O)NCc1ccco1)S(C)(=O)=O | 10% | 2% | . | -8 | -6% | . | -13% | 3% | ?
Cc1c(C(=O)N(C)C2CCCCC2)sc2ncnc(N3CCN(c4ccccc4)CC3)c12 | -10% | -7% | -0.8 | -1 | 0% | -2 | -7% | 2% | 2%
CCN1CCN(CCNC(=O)c2ccc(CS(=O)c3ccc(Cl)cc3)o2)CC1 (configuration not stated) | -7% | ? | 1.8 | 1 | -2% | -6 | -13% | 2% | -3%
CCc1cc(C(=O)NNC(=O)CCl)sc1C | -2%[56.9 µM] | 23% | -0.7 | 0 | -10% | 2 | -2% | ? | 10%
CCOC(=O)Nc1ccc2c(COC(=O)CNS(=O)(=O)c3cccc(Br)c3)cc(=O)oc2c1 | -29% | -24% | -1.3 | -8 | 1% | 2 | 0% | 2% | 0%
COc1ccc(N(C(=O)c2cccnc2)S(=O)(=O)c2ccc3c(c2)n(C)c(=O)n3C)cc1 | -10% | 40%[activator] | -1.1 | -4 | -4% | -34 | 2% | 3% | -9%
CC1CCN(S(=O)(=O)c2ccc3c(ccn3CC(=O)NCc3ccc(N(C)C)cc3)c2)CC1 | -5% | -9% | 0.1 | 4 | -4% | . | -2% | 2% | 2%
Cc1cccc(NS(=O)(=O)c2cccc(C(=O)NCCCN3CCOCC3)c2)c1 | 15% | 1% | 0.5 | -5 | 2% | 7 | -5% | -2% | -15%
O=C(N/N=C/C(Br)=C/c1ccccc1)c1cccnc1 | -4% | 0% | 0.3 | -4 | 13% | 2 | 10% | ? | ?
